# TNF necrop inh = inhibitors of TNF-alpha induced necroptosis in Jurkat FADD-/- cells. activation (protection from cell death), % at 10 µM. Jurkat FADD-/- TNF necroptosis rescue, ATP luminescence, 24 h; 0 = TNF only, 100 = no-TNF cells. hit rate 0.068% among 220,000;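 active means activation, meaning protection from cell death, of at least 50% relative to plate controls; inactive means activation below 50%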;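 further: necroptosis triggered by 40 ng/mL TNF-alpha added together with compound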
# KCC2 mod = modulates chloride dependent transport by human KCC2 | B-score of Tl+ flux slope (higher = more flux/activation; lower = inhibition) at 10 µM | hit rate 2.2% among 190,000 | KCC2 cells, thallium flux FluoZin-2 fluorescence | AID 1456;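 active means thallium flux slope and its plate-corrected score both differing from the plate sample mean at a set confidence after two filtering rounds, in either direction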;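 further: slope of fluorescence scaled to starting intensity during 10 to 20 s after thallium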
# Target sequence (Q9H2X9 whole entry, looked up): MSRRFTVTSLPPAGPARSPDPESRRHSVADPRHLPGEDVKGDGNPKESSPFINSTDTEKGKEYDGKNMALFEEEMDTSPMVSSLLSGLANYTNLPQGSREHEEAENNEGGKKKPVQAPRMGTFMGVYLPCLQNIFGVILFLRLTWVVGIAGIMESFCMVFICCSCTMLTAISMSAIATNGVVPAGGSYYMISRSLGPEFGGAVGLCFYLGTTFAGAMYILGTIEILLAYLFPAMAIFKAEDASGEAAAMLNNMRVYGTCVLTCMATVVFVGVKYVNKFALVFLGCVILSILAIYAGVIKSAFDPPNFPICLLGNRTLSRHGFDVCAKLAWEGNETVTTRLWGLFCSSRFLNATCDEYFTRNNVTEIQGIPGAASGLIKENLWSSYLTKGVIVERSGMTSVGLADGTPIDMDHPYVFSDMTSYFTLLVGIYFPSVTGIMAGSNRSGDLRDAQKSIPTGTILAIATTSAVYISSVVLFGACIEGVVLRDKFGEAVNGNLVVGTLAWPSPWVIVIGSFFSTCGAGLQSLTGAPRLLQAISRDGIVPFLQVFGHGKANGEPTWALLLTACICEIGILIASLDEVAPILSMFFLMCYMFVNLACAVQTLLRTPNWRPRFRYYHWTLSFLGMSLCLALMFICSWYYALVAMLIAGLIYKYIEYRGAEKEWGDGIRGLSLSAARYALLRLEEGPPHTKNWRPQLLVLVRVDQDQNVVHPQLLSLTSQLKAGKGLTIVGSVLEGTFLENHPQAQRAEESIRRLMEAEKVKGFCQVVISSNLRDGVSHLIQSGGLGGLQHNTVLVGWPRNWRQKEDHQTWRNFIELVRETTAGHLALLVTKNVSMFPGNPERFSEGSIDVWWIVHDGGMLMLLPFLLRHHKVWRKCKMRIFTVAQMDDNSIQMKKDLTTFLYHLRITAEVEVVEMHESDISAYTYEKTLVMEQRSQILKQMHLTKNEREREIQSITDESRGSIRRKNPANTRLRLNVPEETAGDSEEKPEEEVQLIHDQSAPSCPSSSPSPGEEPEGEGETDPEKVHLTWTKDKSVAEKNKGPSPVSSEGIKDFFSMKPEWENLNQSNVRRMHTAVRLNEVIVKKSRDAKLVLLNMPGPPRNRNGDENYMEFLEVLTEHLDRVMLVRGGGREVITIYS
# Rad51 HR inh = blocks human Rad51 in homologous recombination. Q06609. AID 1385. hit rate 0.085% among 200,000. inhibition, % at 10 µM. hRad51 DNA strand exchange, fluorescence dequenching;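 active means inhibition above 40% at the single screening dose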;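 further: 0% = DMSO control wells and 100% = blanks with heterologous ssDNA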
#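 Material: human Rad51–ssDNA filaments; Probe or stimulus: labelled 47-mer dsDNA for strand exchange; Doses: single 10 µM dose; Incubation: 37 °C 15-min filament assembly, 30-min compound preincubation, 15-min exchange; Technique: FRET fluorescence dequenching, excitation 485 nm, emission 520 nm; Measure: Fluorescence-based percent inhibition, control- and blank-normalised; Benchmarks: plate control and blank wells.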
# zVAD death inh = L929 zVAD cell death inhibition; L929 zVAD necroptosis rescue, ATP luminescence, 24 h; with zVAD 60 µM; viability rescue, % at 10 µM; hit rate 0.38% among 220,000;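 active means activation, scaled between plate controls, above about 75%, limit read from the data; inactive means activation under that limit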;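 further: 0% = zVAD with DMSO and 100% = DMSO alone without zVAD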
# thrombin 1536 = inhibitors of human thrombin. inhibition, % at 5 µM. hit rate 0.26% among 220,000. alpha-thrombin, Boc-VPR-AMC fluorogenic substrate cleavage. P00734;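 active means inhibition at or above 40%; inactive means inhibition below 40%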;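 further: 0% = enzyme with no compound and 100% = wells without enzyme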
#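 System – human alpha-thrombin · Medium – pH 7.5 Tris (50 mM) with NaCl 150 mM, Tween 20 0.05% · Compound – single-point dosing at 5 µM, 0.2% DMSO · Incubation – enzyme reaction carried out at room temperature · Technique – fluorescence of released AMC, ex 355 nm, em 460 nm · Read-out basis – % inhibition of thrombin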
# KLK5 inh = blocks human kallikrein 5 protease activity; Q9Y337; recombinant hK5, fluorogenic AMC substrate cleavage; inhibition, % at 5 µM; hit rate 0.59% among 210,000;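 active means inhibition of 40% or more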;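 further: 0% = enzyme controls without compound and 100% = no-enzyme blanks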
# Hck-Nef inh = inhibitors of human Hck kinase activated by Nef. inhibition, % at 20 µM. AID 463187. Recombinant Hck-YEEI plus Nef, Z-Lyte FRET kinase assay. hit rate 0.68% among 220,000;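 active means Hck-Nef kinase inhibition above about 50%, limit read from the data; inactive means inhibition below that limit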;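 further: 0% = DMSO with Hck plus Nef and 100% = Hck alone without Nef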
# FXIa inh = inhibitors of human coagulation factor XIa; hit rate 0.14% among 220,000; AID 798; purified FXIa, Boc-Glu-Ala-Arg-AMC fluorogenic substrate; inhibition, % at 5 µM;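 active means inhibition of at least 40%; inactive means inhibition below 40%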;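 further: fluorescence of freed AMC excited at 355 nm; 0% = enzyme without compound and 100% = no enzyme blank; many of its hits are not listed in these tables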
# FXIIa inh 1536 = factor XIIa (human) inhibition. inhibition, % at 5 µM. purified FXIIa, Boc-QGR-AMC fluorogenic substrate, 2 h. P00748. hit rate 0.3% among 220,000; in the data active means inhibition above about 40%;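 further: 0% = enzyme with no compound and 100% = blank without enzyme; many of its hits are not listed in these tables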
# Active calls of the source: *; . = no result given. An excerpt; the hit share may differ from the screen's.
molecule	TNF necrop inh	KCC2 mod	Rad51 HR inh	zVAD death inh	thrombin 1536	KLK5 inh	Hck-Nef inh	FXIa inh	FXIIa inh 1536
S=c1[nH]nc(-c2ccncc2)n1/N=C/c1cn(-c2ccccc2)nc1-c1ccc(Cl)cc1	-0.7	1.5	4	0.5	-9	0	27	1	3
Cc1ccc2cc(CN(CC3CCCO3)S(=O)(=O)c3ccc4c(c3)OCCO4)c(=O)[nH]c2c1C (stereo not drawn)	-1.8	-0.86	7	-0.8	.	.	-24	.	.
O=C(CCc1nnc(C2CCCCC2)o1)NCc1ccc(F)c(F)c1	-1.3	-0.091	0	-0.6	-4	.	-1	0	13
CCCc1[nH]nc2c1C(c1ccc(OC(=O)c3ccco3)cc1)C(C#N)=C(N)O2 (stereo not drawn)	-3.1	0.043	-7	-0.4	0	11	1	6	12
CC(NC(=O)CCSCCC(=O)NC(C)c1ccccc1)c1ccccc1 (stereo not drawn)	0.6	-0.78	-27	-0.2	-3	-10	3	5	17
COc1cc(/C=C2\SC(N3CCc4ccccc4C3)=NC2=O)cc(OC)c1OC	0.4	-3.6	.	2.2	-8	-7	4	-6	3
COc1ccc(/C(C)=N/NC(=O)C(NC(=O)c2ccccc2)c2n[nH]c(=O)c3ccccc23)c(OC)c1 (stereo not drawn)	0.3	-0.54	13	0.3	-4	6	-4	-3	-3
CCOC(=O)CN(C(=O)COc1nc(-c2ccccc2)cc(C)c1C#N)c1ccccc1	0.0	0.28	-23	0.7	2	24	1	3	17
CCOc1ccc(-c2c(C(=O)N/N=C/c3ccc(OC)cc3)nnn2-c2nonc2N)cc1	-0.9	0.66	.	0.7	-8	-18	6	-2	0
CC(C)CNC(=O)C1CCN(c2ccc(S(=O)(=O)N3CCOCC3)cc2)CC1	3.1	1	-3	-0.3	-9	-14	2	0	17
CC(C)CC(C(=O)NC(=O)NCc1ccccc1)N1C(=O)c2ccccc2C1=O (stereo not drawn)	0.6	0.006	-2	0.1	-11	0	-1	-6	-18
COc1ccc(OC)c(C2C(C(=O)c3sc(C)nc3C)=C(O)C(=O)N2CCN2CCOCC2)c1 (stereo not drawn)	0.9	.	0	1.1	2	-9	2	5	11
S=C(N=Nc1ccccc1)NNc1ccccc1	-1.0	23*	1	2.6	.	-3	-1	10	9
CCCC[C@@H]1CNC(=S)N1CCCc1cc(OC)c(OC)c(OC)c1	1.2	-0.44	-2	-0.4	0	3	-13	2	10
Brc1ccc(-c2nn[nH]n2)cc1	0.4	-0.86	-7	-0.3	1	3	1	1	12
CN(c1ccccc1C(=O)N1CCN(c2cccc(Cl)c2)CC1)S(C)(=O)=O	-1.5	.	1	0.0	1	-9	12	0	14
CCC(CC)c1nc(C#N)c(NCc2ccccc2)o1	-1.0	-0.076	1	0.1	0	3	9	11	15
O=C(Nc1nccs1)C1CCN(S(=O)(=O)c2cccnc2)CC1	1.8	0.34	-1	5.3	-5	-15	2	-4	7
O=C(NNC(=S)NCCc1ccccc1)c1ccc(Br)s1	0.4	-0.7	9	-0.1	2	-16	3	-4	1
O=C(NCCCn1ccnc1)Nc1ccc(Cl)cc1Cl	-0.1	-0.41	6	0.7	-2	-5	-4	-8	0

# The last 2 entries of the part before are carried over, then new ones follow:
molecule	TNF necrop inh	KCC2 mod	Rad51 HR inh	zVAD death inh	thrombin 1536	KLK5 inh	Hck-Nef inh	FXIa inh	FXIIa inh 1536
O=C(NNC(=S)NCCc1ccccc1)c1ccc(Br)s1	0.4	-0.7	9	-0.1	2	-16	3	-4	1
O=C(NCCCn1ccnc1)Nc1ccc(Cl)cc1Cl	-0.1	-0.41	6	0.7	-2	-5	-4	-8	0
CCc1sc(C(=O)N2CCN(S(C)(=O)=O)CC2)cc1Br	-1.9	.	1	0.2	-24	-3	6	2	-2
CCCc1nc(SCC(=O)Nc2cc(Cl)ccc2OC)c2c(=O)n(C)c(=O)n(C)c2n1	-0.3	-0.095	6	-0.1	-7	2	19	-8	4
O=C(NCC1CCN(C(=O)c2ccc([N+](=O)[O-])cc2)CC1)C(=O)Nc1ccccc1	1.5	1.1	9	1.9	11	-4	18	-8	4
COCCNC(=O)/C(C#N)=C/c1cccc(NC(=O)c2ccccc2Cl)c1	2.4	-0.24	-1	0.1	-9	-9	1	-2	10
CC(C)CCn1c(CN(C)Cc2ccccc2)nc2c1c(=O)n(C)c(=O)n2C	-2.7	-0.11	1	-0.4	-7	-18	-1	14	24
Cc1cccc(C)c1OCC(=O)Nc1ccc(N2CCOCC2)cc1	2.6	-0.67	11	1.5	-15	-3	16	-4	-2
Fc1ccc(-c2nc3n(n2)Cc2ccccc2-3)cc1	-3.2	-0.088	-13	0.0	5	-14	0	2	18
O=C1/C(=C/c2ccccn2)SC(=S)N1NS(=O)(=O)c1ccccc1	0.4	2.1	13	1.1	4	2	-3	-2	12
CC(C)C(=O)N=C1NC(=O)CS1	0.5	0.27	.	.	3	-5	0	2	5
COc1ccc(CNC(=O)c2ccc(C(C)(C)C)cc2)cc1	1.1	.	-5	25	-1	5	21	2	12
C=CCn1c(SCC(=O)Nc2ccc3c(c2)OCO3)nnc1-c1ccccc1OC	0.6	.	.	-0.4	-2	5	1	-10	6
CC(=O)N1CCN(CC(=O)Nc2ccccc2Sc2ccccc2)CC1	-0.6	0.41	0	-1.2	0	-15	-1	0	13
Cc1cc(NC(=O)CSc2nc(C3CC3)nc3sc4c(c23)CCC(C)C4)no1 (stereo not drawn)	-1.6	-0.38	-3	-0.3	.	.	0	.	.
Nn1c(SCc2cn3cc(Cl)ccc3n2)nnc1-c1ccncc1	0.5	0.16	7	0.3	-4	1	30	-2	5
Cc1nc(-c2cccc(NC(=O)c3cc4cc(Br)ccc4oc3=O)c2)cs1	-2.4	.	4	-0.1	-2	-17	11	1	7
COC(=O)c1sc(NC(=O)C2CCCCC2C(=O)O)c(C(=O)OC)c1C (stereo not drawn)	-0.2	-1.6	0	0.0	-2	12	1	4	6
Cc1cc(C(C)(C)C)cc(S(=O)(=O)NCC(=O)O)c1C	1.0	-0.027	4	0.2	3	-11	-8	2	5
CN1CCN(C(=O)C2=C[C@H](c3ccccc3)C[C@H](OCc3ccc(CO)cc3)O2)CC1	0.7	0.46	-1	-0.7	-1	-1	14	-3	6
CCCc1nnc(NC(=O)OCC)s1	-0.2	0.92	.	0.1	1	15	-4	7	23
Cc1ncc(CN2CCN(CCc3ccccc3)C(CCO)C2)s1 (stereo not drawn)	0.3	0.53	-10	1.0	-10	-1	22	-4	2

molecule	TNF necrop inh	KCC2 mod	Rad51 HR inh	zVAD death inh	thrombin 1536	KLK5 inh	Hck-Nef inh	FXIa inh	FXIIa inh 1536
CN(CCc1ccccn1)C(=O)CCC1CCCN(C(=O)c2ccsc2)C1 (stereo not drawn)	-0.4	.	.	-0.6	2	21	6	2	10
Cc1cc(C)nc(SCCC(=O)N2CCOCC2)n1	-0.6	-0.33	1	0.1	-2	5	1	1	9
CN(C)CCCNCCCNC(=O)c1ccncc1	1.0	0.048	-5	0.8	3	7	-23	11	19
CCn1c(O)c(C=NCc2cccs2)c(=O)n(CC)c1=S	0.5	.	-7	-0.1	-14	-15	2	-5	10
Cc1ccc(N=Cc2c(O)ccc3ccccc23)cc1F	-12	-0.25	-171	0.0	0	-6	5	6	7
COc1ccc(Cl)cc1N(CC(=O)N/N=C/c1ccc(OCC(N)=O)cc1)S(C)(=O)=O	-1.9	0.00048	-1	4.6	-6	-26	5	-9	-9
COc1ccc([N+](=O)[O-])cc1NC(=O)C(C)Sc1ccccc1 (stereo not drawn)	2.4	-1.9	-9	0.9	-5	-10	5	-5	-1
Cc1cc(N2CCN(c3ccccc3Cl)CC2)n2cc(-c3ccccc3)nc2n1	-7.3	-0.42	8	0.0	1	-42	0	15	16
COc1ccc2c(c1)c(C(=O)CN1CCc3ccccc3C1)c(C)n2C	-0.2	-1.9	13	0.8	2	-1	19	2	10
Nc1nc(-c2ccccc2Br)cs1	-0.4	-0.013	5	0.2	-3	-22	2	-3	6
O=C(CN1C(=O)NC2(CCCCC2)C1=O)NCCC1=CCCCC1	1.2	0.24	-1	3.6	-3	2	-5	1	0
CC(C)Cc1nnc(NC(=O)Cc2ccccc2[N+](=O)[O-])s1	2.3	0.37	11	0.9	0	-22	3	6	12
c1csc(CSc2nc3ccccc3s2)c1	1.3	0.39	-4	-1.1	4	-13	1	-6	8
COc1ccccc1C(=O)N(CCN(C)C)c1nc2cc(C)cc(C)c2s1	3.8	-1.7	2	0.3	0	7	-23	-2	7
CCOC(=O)N1CCN(C(=O)c2ccccc2NC(=O)c2ccc(Br)cc2)CC1	1.1	-0.85	13	0.0	-5	-9	1	-7	-1
Cc1cc(C)n2c(SCC(=O)Nc3ccc(F)cc3)nnc2n1	-0.7	0.081	-5	-0.3	-3	33	-33	-13	7
CCCC(C(=O)NCc1ccco1)N(C(=O)CNS(=O)(=O)c1ccc(Cl)cc1)C1CCCC1 (stereo not drawn)	-2.1	-0.28	-13	-1.0	20	35	2	0	11
COc1ccc(NC(NC(=O)c2cccnc2)C(Cl)(Cl)Cl)cc1 (stereo not drawn)	1.9	-0.15	-16	0.5	12	14	15	29	55*
O=C(NCc1ccc(F)cc1)c1ccc(CS(=O)(=O)Cc2ccccc2F)o1	-0.8	.	-10	1.6	-2	-19	3	10	19
CCOC(=O)c1ccc(-n2c(C)nc3c(cnn3-c3ccc(Cl)cc3)c2=O)cc1	-8.0	1	-3	0.8	-4	-6	6	-7	3

molecule	TNF necrop inh	KCC2 mod	Rad51 HR inh	zVAD death inh	thrombin 1536	KLK5 inh	Hck-Nef inh	FXIa inh	FXIIa inh 1536
CCCNC(=O)Cn1c(=O)n(C)c2ccccc21	2.9	0.85	4	0.2	-3	0	3	0	8
Cc1ccc(S(=O)(=O)NC(=O)c2cc(C)n(-c3cc(S(=O)(=O)N4CCOCC4)ccc3N3CCCC3)c2C)cc1	1.8	-0.015	3	1.1	0	-9	5	-1	9
Cc1ccc(-c2cc(C(F)(F)F)n3nc(C(=O)NCCCn4ccnc4)cc3n2)cc1C	-9.2	.	-2	0.8	-2	-24	4	22	22
Cc1ccc(NC(=O)/C(=C\c2cccc(Br)c2)NC(=O)c2ccco2)cc1	-4.2	.	4	-0.2	-4	1	2	4	2
CC1=NN(/C(=N\c2nnc(C)s2)Nc2ccccc2)[C@H](c2ccc(C)cc2)S1	-1.5	1.3	-6	-1.0	-1	-6	-3	1	10
CCC(C)(C)n1nnnc1C(c1ccc(Cl)cc1)N1CCN(C)CC1 (stereo not drawn)	1.5	-0.24	.	-1.4	2	7	-6	5	17
Cc1ccc(-c2nc(CS(=O)(=O)CC(=O)N3CC(C)CC(C)C3)c(C)o2)cc1 (stereo not drawn)	-3.6	-0.3	2	1.1	-8	-2	-2	2	3
O=C(NCCC1=CCCCC1)C(=O)NCC(c1ccco1)N1CCN(c2ccccc2)CC1 (stereo not drawn)	1.3	0.13	-4	1.6	-3	-8	6	7	16
Cc1cc(-c2ccc(N3CCOCC3)cc2)nc2ccccc12	0.3	-0.82	3	0.9	-4	-14	6	9	-14
O=[N+]([O-])c1ccc(OCc2cnc(Cl)s2)cc1	5.0	1.3	16	3.6	3	-6	16	-3	1

# Bioassay records as filed in PubChem BioAssay.
